Source: PubChem (National Center for Advancing Translational Sciences (NCATS))
KDM5B inhibitor – Primary screen for KDM5B Histone Demethylases FDH-coupled qHTS; Lysine-specific demethylase 5B (Homo sapiens), Q9UGL1; KDM5B demethylase, FDH-coupled NADH fluorescence (FDH is formaldehyde dehydrogenase); Potency, µM (titrated, usually from 57.7 µM), inactives show at the highest dose activity change, negative = inhibition, usual class: inhibitors; 220,000 tested, 2.6% active; active means well fitted inhibition curve with a large enough effect; inconclusive means small, poorly fitted or top-dose-only effect; inactive means no such curve, though single readings can be large or run the other way; further: 0% is about no effect; nearly all actives have a fitted effect of over 70% in size
Target sequence (Q9UGL1 whole entry, looked up): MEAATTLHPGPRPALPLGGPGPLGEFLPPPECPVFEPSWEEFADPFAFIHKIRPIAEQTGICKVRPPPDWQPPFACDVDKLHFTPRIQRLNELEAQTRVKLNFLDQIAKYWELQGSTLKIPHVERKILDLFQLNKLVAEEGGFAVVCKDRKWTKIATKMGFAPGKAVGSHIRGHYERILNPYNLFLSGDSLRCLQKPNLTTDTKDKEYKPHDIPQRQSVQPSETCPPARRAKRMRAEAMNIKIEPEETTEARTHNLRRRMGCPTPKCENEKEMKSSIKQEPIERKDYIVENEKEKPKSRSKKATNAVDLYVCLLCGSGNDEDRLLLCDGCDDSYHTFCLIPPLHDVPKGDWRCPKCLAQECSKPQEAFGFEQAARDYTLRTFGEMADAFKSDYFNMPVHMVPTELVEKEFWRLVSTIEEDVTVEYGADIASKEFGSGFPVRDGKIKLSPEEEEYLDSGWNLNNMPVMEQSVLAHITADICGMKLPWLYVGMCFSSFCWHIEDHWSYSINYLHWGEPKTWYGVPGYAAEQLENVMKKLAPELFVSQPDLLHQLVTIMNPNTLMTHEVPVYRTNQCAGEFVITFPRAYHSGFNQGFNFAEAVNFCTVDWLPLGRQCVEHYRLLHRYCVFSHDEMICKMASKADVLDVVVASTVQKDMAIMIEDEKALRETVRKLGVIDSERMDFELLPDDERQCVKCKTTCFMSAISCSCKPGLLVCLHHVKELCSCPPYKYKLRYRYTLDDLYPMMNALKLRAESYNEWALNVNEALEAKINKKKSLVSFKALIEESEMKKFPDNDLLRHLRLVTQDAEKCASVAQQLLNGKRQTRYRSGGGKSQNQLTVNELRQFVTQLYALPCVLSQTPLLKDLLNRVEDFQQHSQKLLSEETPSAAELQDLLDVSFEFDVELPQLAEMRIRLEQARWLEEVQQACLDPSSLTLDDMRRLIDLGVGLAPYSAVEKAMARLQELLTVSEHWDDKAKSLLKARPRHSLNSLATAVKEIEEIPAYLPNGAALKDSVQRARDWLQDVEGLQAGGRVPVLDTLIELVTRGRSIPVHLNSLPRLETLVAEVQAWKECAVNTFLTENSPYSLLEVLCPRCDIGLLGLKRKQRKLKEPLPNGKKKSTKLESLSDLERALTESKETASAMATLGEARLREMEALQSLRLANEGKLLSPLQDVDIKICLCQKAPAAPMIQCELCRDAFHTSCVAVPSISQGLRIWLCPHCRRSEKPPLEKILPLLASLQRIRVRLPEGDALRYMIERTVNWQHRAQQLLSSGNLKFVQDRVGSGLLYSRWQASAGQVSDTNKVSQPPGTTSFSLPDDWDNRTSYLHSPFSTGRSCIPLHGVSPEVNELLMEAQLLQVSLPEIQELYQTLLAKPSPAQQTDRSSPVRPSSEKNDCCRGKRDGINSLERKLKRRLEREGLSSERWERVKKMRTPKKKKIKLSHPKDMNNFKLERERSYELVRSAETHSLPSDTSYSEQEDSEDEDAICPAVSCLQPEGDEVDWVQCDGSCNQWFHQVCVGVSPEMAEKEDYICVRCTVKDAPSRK
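Compound dilutions met 200 nM (final) KDM5BΔAP for 10 min at room temperature before substrate addition. The substrate mix held 12.5 µM H3K4me3 with cofactors 25 µM α-ketoglutarate and 50 µM Fe²⁺. NADH signal gain over 30 min defined activity.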
Numbers without * were called inactive; ? = inconclusive; & = joins results of further samples; [ ] = remark or other dose. Potency means the concentration at half of the fitted maximal effect. A portion of the library (hit frequency here may not be typical).

SMILES	KDM5B inhibitor
Cc1cccc(C)c1NC(=O)c1cccc(CN2CCCC2C)c1 (stereo not given)	-10%
COc1ccc(C(C)NC(=O)c2noc(-c3ccc4c(c3)OCO4)n2)cc1 (stereo not given)	?
CCCCN1C(=O)c2[nH]nc(-c3ccccc3O)c2C1c1cc(Br)c(O)c(OC)c1 (stereo not given)	-27%
CCc1cccc(NS(=O)(=O)c2c(C)[nH]c(=O)[nH]c2=O)c1	9%
COc1ccc(OC)c(NC(=O)c2oc3c(c2C)-c2nn(Cc4ccc(Cl)cc4)cc2CC3)c1	?
COc1cccc(N2C(=O)[C@H]3C(C(=O)c4cnccn4)=NN[C@H]3C2=O)c1	-3%
O=C(O)CCCC(=O)NCc1c(Cl)cccc1Sc1ccc(Cl)cc1	25%
COc1cc(/C=C(/C#N)c2nc3ccccc3[nH]2)ccc1SC	?
CCN(CC)S(=O)(=O)c1ccc(NC(=O)COC(=O)c2nn(C)c(=O)c3ccccc23)cc1	24%
COc1cccc(N2C(=O)NC(=NC3CCCCC3)C23CCN(Cc2cccnc2)C3)c1 (stereo not given)	20%[115 µM]
COc1cccc(CCC(=O)N2C[C@@H](CO)[C@H](c3ccncc3)C2)c1	3%
Cc1ccc(-n2nc(CO)c(C(=O)NCCCCc3ccccc3)n2)cc1C	-18%
Cc1nn(-c2ccc(F)cc2)c(Oc2ccccc2)c1CCC(=O)N1CCOCC1	26%
CN(Cc1cccs1)C(=O)c1cc2ccccc2oc1=O	-4%
CC(NC(=O)CSc1nnc(-c2ccncc2)n1-c1ccc(F)cc1)c1ccc2c(c1)OCCO2 (stereo not given)	1%
CCOC(=O)c1cc(C)nc2c1c(=O)n(Cc1nc(-c3cc(C)ccc3C)oc1C)c(=O)n2C	-7%
Cn1c(C(=O)N2CCN(C(=O)c3ccccc3)CC2)cc2ccccc21	14%
COC(=O)c1ccc(C(=O)NCC2(c3ccccc3)CCC2)cc1	-10%
COc1ccc(C(=O)N2CCCC(CO)CCNC(=O)CC2)cc1 (stereo not given)	1%
Cc1oc(-c2cccs2)nc1CC(=O)Nc1ccccc1Cc1ccccc1	?
CN(CC(=O)Nc1ccccc1F)S(=O)(=O)c1ccc2c(c1)c(=O)n(C)c(=O)n2C	-6%
O=C(Nc1ccc(OCCc2ccccc2)cc1)c1ccccc1	17%
COc1cccc(CCC(=O)NC2CCN(c3cc(-c4ccccc4)[nH]n3)CC2)c1	-16%
Cc1ccc(N2NC3(CCCC(C)C3)NC2=S)cc1C (stereo not given)	-22%
CC(/C=N/NC(=O)c1ccccc1C)=C\c1ccccc1	8%

The list goes on.
SMILES	KDM5B inhibitor
CC(C)c1ccc(N2C(=O)CS(=O)(=O)C23C(=O)N(Cc2cccc(F)c2)c2ccccc23)cc1 (stereo not given)	-19%
OCc1ccccc1CNCc1ccccc1	14%
CCN(CC)Cc1nc(C2(O)CCN(Cc3ccccc3C(F)(F)F)CC2)cs1	0%[86.2 µM]
CNC(=O)[C@@H]1CN(C(=O)c2cc(C3CC3)[nH]n2)C[C@H]1c1nc(COC)no1	1%
CN(C)[C@@H]1CO[C@H](CNC(=O)Nc2ccccc2)[C@H]1O	-5%[115 µM]
NS(=O)(=O)c1ccc(N/N=C/c2ccc(-c3ccccc3)cc2)c([N+](=O)[O-])c1	7%
COc1cccc(-c2cc3c(=O)n(CCNC(=O)c4cc(F)ccc4F)ccn3n2)c1	59%[activator]
Cc1ccc(OCCNc2ccc(Cl)cc2)cc1	-6%
CCN(CC)C(=O)c1c(-c2ccccc2)c(-c2ccccc2)nn(CC)c1=O	-26%
CCCNC(=O)c1ccc(-c2nc(CS(=O)(=O)c3ccccc3)c(C)o2)cc1	?
Cc1cnc(C(=O)N[C@@H]2CCC[C@@H]2C(=O)NCc2ccccc2F)cn1	-1%
CNc1nc(N2C[C@H]3CN(CCO)C[C@@]3(C(=O)O)C2)nc2c1CCC2	?
COCCNC(=O)[C@H]1C[C@H](Oc2ccccc2)CN1C(=O)c1cccc(F)c1	-17%
Cc1ccc(CN2CCOCCNC(=O)[C@H]3CCCC[C@H]32)o1	?
COc1cccc(CNC(=O)c2oc3c(c2C)-c2nn(Cc4cccc(Cl)c4)cc2CC3)c1OC	?
CC1CCCN(CCCNC(=O)CN2C(=O)CCn3nc(-c4cn(C)c5ccccc45)cc32)C1 (stereo not given)	7%
CCOc1ccccc1C(=O)NC1CCN(c2cc(-c3cccs3)[nH]n2)C1 (stereo not given)	?
COc1ccc(Br)cc1CNC(=O)CCc1ccc2nc(NC(=O)C(C)C)sc2c1	22%
CC1=C[C@@H](CNC(=O)C2CCCCC2)[C@H](C(C)C)C[C@H]1Cc1nc2ccc(C)cc2[nH]1	-9%[86.2 µM]
O=C(Cc1cccc(F)c1)N1CCC(n2cc(-c3nc(-c4ccccc4)no3)nn2)C1 (stereo not given)	-16%
Cc1cc(C)c2[nH]c(CSc3nnc(-c4cccc(F)c4)n3C)cc(=O)c2c1	?
Nc1ncnc2sc3c(c12)CCN(C(=O)c1ccccc1)C3	150%[activator]
Cc1cc(C)n(CC(=O)N2CC(N(C)Cc3cccnc3)C2)n1	-4%
CCOC(=O)C(O)(c1ccc(N(CC)C(=O)Nc2ccc(Cl)cc2)cc1)C(F)(F)F (stereo not given)	0%
CCOC(=O)C1CCN([C@H]2CS(=O)(=O)C[C@@H]2S(=O)(=O)c2ccc(C)cc2)CC1	-14%

(more compounds)
SMILES	KDM5B inhibitor
Cc1oc2ncnc(N3CCOCC3)c2c1C(=O)NCc1ccc(Cl)cc1	2%
O=C1[C@@H]2C[C@@H](O)CN2C2(CN(Cc3cccnc3)C2)C(=O)N1Cc1ccccc1	18%[86.2 µM]
O=C(Cn1c(=O)c2c(n1Cc1ccccc1)CN(Cc1ccccc1)CC2)NCc1ccc(F)cc1	?
O=C(c1cccc(Cl)c1)N1CCC(N(Cc2ccccc2)C2CCOCC2)CC1	-2%
CCC(=O)N1CCc2cc(S(=O)(=O)Nc3ccccc3C)ccc21	31%
Fc1ccccc1OCCSc1nc2ccccc2s1	19%
O=C1CC(c2cccc(O)c2)c2c(nc(SCc3ccccc3F)[nH]c2=O)N1 (stereo not given)	1%
CC(C)(C)c1ccc(S(=O)(=O)c2cnc(SCC(=O)Nc3ccc4c(c3)OCCO4)[nH]c2=O)cc1	17%
CCCCC1(C)NC(=S)N2N1C(=S)NC2(C)CCCC (stereo not given)	?
CCc1ccc(C2c3c(-c4ccccc4O)n[nH]c3C(=O)N2Cc2cccnc2)cc1 (stereo not given)	25%
Cc1ccccc1CCNC(=O)Cn1cc(C(N)=O)c2ccccc21	6%
Cc1ccc(N2C(=O)CSC23C(=O)Nc2ccccc23)cc1Br (stereo not given)	4%
CC(C)(C)NC(=O)CNC(=O)C1CCCCC1	12%
CCCCc1nc(NCCN2CCOCC2)c(C#N)c2c1CCCC2	-21%
CCN(Cc1ccccc1)Cc1csc(C)c1C	14%
CCOc1ccccc1C(=O)NCC(=O)OCCOc1cccc(Cl)c1	16%
CCONC(=O)C(C)NC(=O)OCc1ccccc1 (stereo not given)	-2%
c1cncc(Nc2cc3c(cn2)CN(Cc2c[nH]c4ccccc24)CCN3)c1	-15%[86.2 µM]
O=C(OCc1cccs1)C1=NN(C2CCS(=O)(=O)C2)C(=O)CC1 (stereo not given)	2%
Cc1csc(CNC(=O)c2sccc2C)n1	3%
Cc1cccc(C(=O)NC(c2cccnc2)c2cc(C)ccc2C)c1 (stereo not given)	5%
Brc1c(CSc2nc3ccccc3o2)nc2ccccn12	-32%
CCOC(=O)c1c(C)[nH]c(C)c1S(=O)(=O)N1CCC(C(=O)Nc2ccccc2CC)CC1	2%
Cc1cc(C)n(C)c(=O)c1C(=O)N1CCC2(CC1)Nc1ccccc1NC2=O	3%
Cc1cc(C(=O)N/N=C/C=C/c2ccc(Br)cc2)n[nH]1	25%

Some values from the results shown:
`CC(C)(C)c1ccc(S(=O)(=O)c2cnc(SCC(=O)Nc3ccc4c(c3)OCCO4)[nH]c2=O)cc1` | KDM5B inhibitor: 17%
`Cc1ccc(N2C(=O)CSC23C(=O)Nc2ccccc23)cc1Br` (stereo not given) | KDM5B inhibitor: 4%
`Cc1cc(C)n(C)c(=O)c1C(=O)N1CCC2(CC1)Nc1ccccc1NC2=O` | KDM5B inhibitor: 3%
`CCOC(=O)c1c(C)[nH]c(C)c1S(=O)(=O)N1CCC(C(=O)Nc2ccccc2CC)CC1` | KDM5B inhibitor: 2%

More results
SMILES	KDM5B inhibitor
Cc1ccc2cc(C(=O)NCCN(C(C)C)C(C)C)[nH]c2c1	?
Cc1cc(F)ccc1NC(=O)C1CCN(C(=O)c2ncn3c2COC(c2ccc(F)cc2)C3)CC1 (stereo not given)	29%
CO[C@H]1C(=O)N(C2CCN(C(=O)c3nn(C)c4ccccc34)CC2)[C@H]1c1ccncc1	-13%
CC(=O)c1cccc(Oc2ncccn2)c1	19%
O=S(=O)(Cc1ccc(F)cc1)Cc1csc(-c2ccccc2)n1	-12%
Cc1cc(Br)ccc1NC(=O)CN(C)C(=O)c1nn(-c2ccc(F)cc2)c2c1CCC2	-4%
CC(C)(C)C(=O)NCCCC(=O)NCc1ccccc1	21%
O=C(NC1CCCC1)C(c1c(F)cccc1Cl)N(C(=O)c1csnn1)C1CC1 (stereo not given)	17%
O=C(COc1ccccc1)N1CCC2(CC1)OCCN(CC1CCOCC1)C2=O	-6%[86.2 µM]
CCNC(=O)NCC12CCC=C1N(C)C(=O)CC2 (stereo not given)	-36%
CC(c1nc(C2CC2)no1)N1CCC(c2ccnn2CCO)CC1 (stereo not given)	-4%
CN1C(=S)SC(N(O)C=C2C=CC(=O)C=C2)C1(C)C (stereo not given)	-22%
O=C(NCCS(=O)(=O)N1CCN(c2cccc(Cl)c2)CC1)c1cc(=O)c2ccccc2o1	10%
CC(C)NC(=O)C1CCC(=O)N1C1CCN(C(=O)C2CCCCC2)CC1 (stereo not given)	-5%
Cc1ccc2scc(N3CCN(c4cccc(C(F)(F)F)c4)CC3)c(=O)c2c1	-8%
CCCCn1c(SCC(=O)NCCCOC)nc2c(sc3ccccc32)c1=O	12%
CCc1sc(C(=O)Nc2sc(C)c(C)c2C#N)cc1Br	21%
Cc1c(C(=O)Nc2c(C)n(C)n(-c3ccccc3)c2=O)oc2ccc(Cl)cc12	27%&5%
Fc1cccc(CN2CCc3nc(Nc4ccc5c(c4)OCCO5)ncc3C2)c1F	?
CCNC(=O)c1cccnc1OC1CCN(C(=O)c2ccoc2)C1 (stereo not given)	-10%
Cc1c(C(=O)OCCOc2ccccc2)[nH]c2c1C(=O)CC(c1ccccc1Cl)C2 (stereo not given)	5%
Cn1nccc1C(=O)N1C[C@@H](F)C[C@H]1C(=O)N1CCCCC1	-1%
CC(=O)Nc1ccc(CN2CCCCC23Cc2ccccc2CNC3=O)cc1 (stereo not given)	-20%[115 µM]
CCc1ccc(OCCCSc2nc(-c3ccc(C(C)(C)C)cc3)nc3cc(=O)[nH]n23)cc1	?
O=C(CCS(=O)(=O)c1cccc2nonc12)Nc1ccc(Br)cc1	6%

3 compounds already listed, arranged by number of heavy atoms, smallest number first.
SMILES	KDM5B inhibitor
Cc1ccc(CN2CCOCCNC(=O)[C@H]3CCCC[C@H]32)o1	?
NS(=O)(=O)c1ccc(N/N=C/c2ccc(-c3ccccc3)cc2)c([N+](=O)[O-])c1	7%
CCCCN1C(=O)c2[nH]nc(-c3ccccc3O)c2C1c1cc(Br)c(O)c(OC)c1 (stereo not given)	-27%

The list goes on:
SMILES	KDM5B inhibitor
CCc1ccccc1NC(=O)CSc1nc2c(oc3ccccc32)c(=O)n1C	-40%
COc1cc(/C=C2\Oc3cc(OS(=O)(=O)c4ccccc4)ccc3C2=O)cc(OC)c1OC	25%
NC(=O)Cc1c[nH]c2ncc(-c3ccc(F)cc3)cc12	35µM*
CCOC(=O)c1c(NC(=O)COc2ccc(Br)cc2)sc(C(C)=O)c1C	-12%
O=C(O)CNS(=O)(=O)c1ccc(OC(F)(F)F)cc1	-5%
CC1(C)CC(=O)C2=C(C1)NC(=S)C(C#N)C21CCCCC1 (stereo not given)	?
Cc1nc(SCc2coc(-c3cccc(Cl)c3)n2)n[nH]1	17%
Cc1ccccc1OC1(C(=O)O)CCN(c2ncccc2C(N)=O)CC1	-4%
CCc1ccc(-n2c(=O)c3sc4ccccc4c3n(CC(=O)NC3CCCCC3)c2=O)cc1	?
Cc1ccc(-c2nc3ccccn3c2Nc2ccc3c(c2)OCCO3)s1	?
O=C(/C=C/c1ccc(Cl)cc1)c1ccc(OC(F)F)cc1OC(F)F	-24%
O=C(c1ccc(CC2CCN(C(=O)c3nccc4ccccc34)CC2)cc1)N1CCOCC1	-2%
O=C(NC1CCN(C(=O)N2CC3CC(C2)[C@H]2CCCC(=O)N2C3)CC1)c1ccccc1F (stereo not given in full)	15%
O=C(CSc1n[nH]c(=O)[nH]c1=O)c1ccccc1[N+](=O)[O-]	-21%
CC1CCCN(C(C)C(=O)Nc2ccc(C#N)cc2)C1 (stereo not given)	26%
COc1ccc(S(=O)(=O)NCC(c2ccco2)N2CCN(c3ccc(F)cc3)CC2)cc1C (stereo not given)	?

Retrieved one by one from the list above:
SMILES	KDM5B inhibitor
CC(c1nc(C2CC2)no1)N1CCC(c2ccnn2CCO)CC1 (stereo not given)	-4%
NS(=O)(=O)c1ccc(N/N=C/c2ccc(-c3ccccc3)cc2)c([N+](=O)[O-])c1	7%
O=C(COc1ccccc1)N1CCC2(CC1)OCCN(CC1CCOCC1)C2=O	-6%[86.2 µM]
COc1cccc(N2C(=O)NC(=NC3CCCCC3)C23CCN(Cc2cccnc2)C3)c1 (stereo not given)	20%[115 µM]

KDM5B inhibitor, hit marks shown above
SMILES	KDM5B inhibitor
NC(=O)Cc1c[nH]c2ncc(-c3ccc(F)cc3)cc12	35µM*
